SARS 3CLpro inh: SARS-CoV 3CLpro protease inhibitors, primary screen, biochemical, quenched FRET; Replicase polyprotein 1ab (Severe acute respiratory syndrome coronavirus), P0C6X7; recombinant SARS-CoV 3CLpro, quenched FRET peptide cleavage; inhibition, % at 6 µM; hit rate 0.14% among 290,000; AID 1706, 2009; in the data active = inhibition above about 12%
PfHsp40 yeast: rescue of yeast from PfHsp40 toxicity, primary screen, S. cerevisiae, ATP luminescence | hit rate 0.68% among 340,000 | growth rescue, % at 12.5 µM | AID 504582, 2011 | S. cerevisiae expressing PfHsp40, growth rescue; in the data active = growth rescue above about 28%, passing the limit was not always enough;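 also: yeast W303a lacking pdr1 and pdr3 grown in galactose medium; growth measured after three days at 30 °C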
TcdB GH inh: TcdB glycohydrolase inhibitors, primary screen, biochemical, single point, plate reader | Toxin B (Clostridioides difficile), P18177 | TcdB glycohydrolase enzymatic assay | inhibition, % at 9.99 µM | hit rate 0.24% among 350,000 | AID 652162, 2013; in the data active = inhibition above about 10%
Yp Topo-I inh: Yersinia pestis topoisomerase I inhibitors, primary screen, biochemical, cleavage product accumulation, plate reader, single point. hit rate 0.064% among 360,000. DNA topoisomerase I (Yersinia pestis CO92). activity, % at 10 µM. Y. pestis Topo-I cleavage product accumulation. AID 504884, 2011; in the data active = activity above about 50%, passing the limit was not always enough; also: inactives centre near 2
Anthrax LF inh2: Bacillus anthracis LF protease inhibitors, primary screen, biochemical, multiplex microsphere, MLPCN library; Lethal factor (Bacillus anthracis), P15917; multiplex microsphere protease cleavage assay; hit rate 0.12% among 360,000; inhibition, % at 10 µM; also: plate controls were buffer without enzyme for full effect and enzyme alone for no effect
PriA SSB inh: inhibitors of Klebsiella pneumoniae PriA binding to SSB C-terminal tail, primary screen, biochemical, AlphaScreen; AlphaScreen SSBct-PriA binding, biotinylated peptide; inhibition, % at 33 µM; hit rate 0.6% among 430,000; AID 1272365, 2023; in the data active = inhibition mostly above about 37%, no sharp cut-off; inactive = mostly below about 20%;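 also: plate controls were negative control peptide for no effect and reference peptide for full effect; strong numbers were not always called active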
BoNT A protease: BoNT/A light chain protease inhibitors, primary screen, biochemical, flow cytometry, MLPCN library; AID 588499, 2011; Botulinum neurotoxin type A light chain protease (Clostridium botulinum A str. ATCC 3502); hit rate 0.17% among 360,000; inhibition, % at 10 µM; multiplex microsphere protease substrate cleavage; also: plate controls were buffer without enzyme for full effect and enzyme alone for no effect
PrPC surface inh: inhibitors of human cell surface prion protein PrPC, primary screen, cell-based, TR-FRET | TR-FRET read-out | inhibition, % at 13.8 µM | Major prion protein (Homo sapiens), P04156 | hit rate 0.43% among 370,000 | AID 720596, 2013; in the data active = inhibition above about 24%; also: 0% = median of the test wells and 100% = reference compound wells
BH1578 lux ind: inducers of Vibrio cholerae quorum light production without autoinducers, primary screen, BH1578 luxS cqsA deficient, single point | hit rate 0.16% among 350,000 | V. cholerae BH1578 lux reporter, luminescence, 6 h | activation, % at 18.7 µM; in the data active = activation mostly above about 9.7%, no sharp cut-off; also: not every result past the cut was called active; inactives centre near 0; reference of the scale not given here
Active calls of the source: *. Rule as the data show it, unless noted: active = inhibition above about 30%; inconclusive = no clear call, values can overlap the other calls; inactive = below that. An excerpt; the hit share may differ from the screen's.

Results for C/C(=N\NC(=O)Cc1cc(=O)[nH][nH]1)c1cccc([N+](=O)[O-])c1 ?
SARS 3CLpro inh: 0; PfHsp40 yeast: 5.0; TcdB GH inh: -1.3; Yp Topo-I inh: -2; Anthrax LF inh2: -2; BoNT A protease: 0.2; PrPC surface inh: -5; BH1578 lux ind: -0.3

How did Cc1cc(C)cc(N(C(=O)c2csnn2)C(C(=O)NC(C)(C)C)c2cccnc2)c1 (stereo not given) do in these assays?
SARS 3CLpro inh: -2; PfHsp40 yeast: -0.2; TcdB GH inh: 0.1; Yp Topo-I inh: -10; Anthrax LF inh2: 2; PriA SSB inh: -17; BoNT A protease: 0.0; PrPC surface inh: -4; BH1578 lux ind: inactive

What do the screens show for `O=C(Nc1cccc(F)c1)NC1CCN(Cc2ccccc2)CC1`?
SARS 3CLpro inh: 4; PfHsp40 yeast: -0.7; TcdB GH inh: 1.0; Yp Topo-I inh: -3; Anthrax LF inh2: -1; PriA SSB inh: -6; BoNT A protease: -0.1; PrPC surface inh: -4; BH1578 lux ind: -0.3

What do the screens show for `NS(=O)(=O)c1ccc(CNC(=O)CNC(=O)Cc2ccccc2)cc1`?
SARS 3CLpro inh: 6; PfHsp40 yeast: 1.5; TcdB GH inh: 0.8; Yp Topo-I inh: 8; Anthrax LF inh2: 0; PriA SSB inh: 5; BoNT A protease: 0.2; PrPC surface inh: -8; BH1578 lux ind: -0.3

What do the screens show for `CCN(CC)CCNC(=O)C(=O)Nc1ccc2c(c1)N(S(=O)(=O)c1cccs1)CCC2`?
PfHsp40 yeast: 1.1; TcdB GH inh: -0.1; Yp Topo-I inh: -3; Anthrax LF inh2: 0; PriA SSB inh: 1; BoNT A protease: 1.9; PrPC surface inh: -3; BH1578 lux ind: inactive

How did COc1ccc(NC(=O)c2ncn[nH]2)cc1 do in these assays?
SARS 3CLpro inh: 5; PfHsp40 yeast: -0.4; Yp Topo-I inh: -1; Anthrax LF inh2: 0; PriA SSB inh: -19; BoNT A protease: -0.3; PrPC surface inh: -2; BH1578 lux ind: inactive

What do the screens show for `COc1ccccc1/C=C/CN1CCN(Cc2ccc(F)cc2)C(CCO)C1` (stereo not given)?
SARS 3CLpro inh: 3; PfHsp40 yeast: 0.0; Yp Topo-I inh: 7; Anthrax LF inh2: 2; PriA SSB inh: 15; BoNT A protease: 0.8; PrPC surface inh: 0; BH1578 lux ind: -1.4

Results for O=[N+]([O-])c1ccc(CN2CC(N3CCN(CC4CC4)CC3)CS2(=O)=O)cc1 (stereo not given) ?
TcdB GH inh: -0.8; Yp Topo-I inh: -7; Anthrax LF inh2: -6; BoNT A protease: -0.1; PrPC surface inh: -30; BH1578 lux ind: inactive

How did COC(=O)c1[nH]c2ccc(Cl)cc2c1NC(=O)CCN1CCN(C2CCCCC2)CC1 do in these assays?
SARS 3CLpro inh: -3; PfHsp40 yeast: 0.1; Yp Topo-I inh: 8; Anthrax LF inh2: -3; PriA SSB inh: -9; BoNT A protease: 0.9; PrPC surface inh: -17; BH1578 lux ind: inactive

Results for CCC(=O)Nc1cc(C(=O)O)ccc1Sc1ccc(Cl)cc1 ?
SARS 3CLpro inh: 0; PfHsp40 yeast: 0.7; TcdB GH inh: 1.1; Yp Topo-I inh: 6; Anthrax LF inh2: 4; PriA SSB inh: -11; BoNT A protease: 0.3; PrPC surface inh: 2; BH1578 lux ind: inactive

The closing two records of the part above are carried over, then new ones follow.
How did COC(=O)c1[nH]c2ccc(Cl)cc2c1NC(=O)CCN1CCN(C2CCCCC2)CC1 do in these assays?
SARS 3CLpro inh: -3; PfHsp40 yeast: 0.1; Yp Topo-I inh: 8; Anthrax LF inh2: -3; PriA SSB inh: -9; BoNT A protease: 0.9; PrPC surface inh: -17; BH1578 lux ind: inactive

Results for CCC(=O)Nc1cc(C(=O)O)ccc1Sc1ccc(Cl)cc1 ?
SARS 3CLpro inh: 0; PfHsp40 yeast: 0.7; TcdB GH inh: 1.1; Yp Topo-I inh: 6; Anthrax LF inh2: 4; PriA SSB inh: -11; BoNT A protease: 0.3; PrPC surface inh: 2; BH1578 lux ind: inactive

What do the screens show for `Cc1ccccc1NC(=O)CSc1nc2c(c(=O)n(C)c(=O)n2C)n1C`?
SARS 3CLpro inh: 0; PfHsp40 yeast: 0.6; TcdB GH inh: -4.1; Yp Topo-I inh: 1; Anthrax LF inh2: 1; PriA SSB inh: 3; BoNT A protease: 0.4; PrPC surface inh: 2; BH1578 lux ind: -0.2

How did COc1cccc(CNC(=O)C2CCC(CNS(=O)(=O)c3cccc4cccnc34)CC2)c1 (stereo not given) do in these assays?
SARS 3CLpro inh: -5; PfHsp40 yeast: -0.3; TcdB GH inh: 1.5; Yp Topo-I inh: 32; Anthrax LF inh2: 0; PriA SSB inh: -4; BoNT A protease: 0.5; PrPC surface inh: -9; BH1578 lux ind: inactive

What do the screens show for `Cc1ccc(C(C)C)c(Oc2cnccn2)c1`?
SARS 3CLpro inh: 2; PfHsp40 yeast: -0.9; TcdB GH inh: 0.3; Yp Topo-I inh: -1; Anthrax LF inh2: 4; PriA SSB inh: -15; BoNT A protease: -1.6; PrPC surface inh: -2; BH1578 lux ind: inactive

What do the screens show for `COC(=O)c1ccc(NC(=O)c2cccc(C)c2[N+](=O)[O-])cc1`?
SARS 3CLpro inh: 1; PfHsp40 yeast: 2.7; TcdB GH inh: 2.3; Yp Topo-I inh: 3; Anthrax LF inh2: -1; PriA SSB inh: 7; BoNT A protease: 0.4; PrPC surface inh: 1; BH1578 lux ind: -0.4

Results for COc1cccc(C(=O)OCCN2C(=O)c3ccccc3C2=O)c1OC ?
SARS 3CLpro inh: -5; PfHsp40 yeast: -0.3; Yp Topo-I inh: 4; Anthrax LF inh2: -4; PriA SSB inh: -16; BoNT A protease: -0.2; PrPC surface inh: -1; BH1578 lux ind: inactive

What do the screens show for `CC(C)(C)OC(=O)n1cc(/C=N/NC(=O)c2ccco2)c2ccccc21`?
SARS 3CLpro inh: 2; PfHsp40 yeast: -0.8; TcdB GH inh: 0.0; Yp Topo-I inh: 6; Anthrax LF inh2: 0; BoNT A protease: -0.2; PrPC surface inh: -5; BH1578 lux ind: -0.4

Results for CCOC(=O)N1CCN(S(=O)(=O)c2ccc(C(=O)N(CCCN(C)C)c3nc4ccc(CC)cc4s3)cc2)CC1 ?
SARS 3CLpro inh: 4; PfHsp40 yeast: 0.6; TcdB GH inh: -0.5; Yp Topo-I inh: 2; Anthrax LF inh2: 5; PriA SSB inh: 16; BoNT A protease: -2.5; PrPC surface inh: 3; BH1578 lux ind: 0.0

What do the screens show for `CCCC(=O)Nc1ccc2c(c1)Cc1ccccc1-2`?
SARS 3CLpro inh: -3; PfHsp40 yeast: 1.9; TcdB GH inh: 0.1; Yp Topo-I inh: 4; Anthrax LF inh2: 2; PriA SSB inh: -18; BoNT A protease: 2.9; PrPC surface inh: 6; BH1578 lux ind: -0.8

How did O=C1N/C(=N\N=C\c2cccs2)SC1Cc1ccc(Cl)cc1 (stereo not given) do in these assays?
SARS 3CLpro inh: -1; PfHsp40 yeast: 0.5; TcdB GH inh: 0.8; Yp Topo-I inh: 2; Anthrax LF inh2: -1; BoNT A protease: -0.1; PrPC surface inh: 2; BH1578 lux ind: -4.1

How did Cc1ccc(S(=O)(=O)N(C)C)cc1NC(=O)c1cc(-c2ccco2)nc2ccccc12 do in these assays?
SARS 3CLpro inh: 3; PfHsp40 yeast: -0.7; Yp Topo-I inh: 14; Anthrax LF inh2: 0; PriA SSB inh: -3; BoNT A protease: -0.9; BH1578 lux ind: inactive

How did Cn1c(Cn2cnc([N+](=O)[O-])n2)nnc1SCC(=O)Nc1ccccc1 do in these assays?
SARS 3CLpro inh: 1; PfHsp40 yeast: -0.3; TcdB GH inh: 0.3; Yp Topo-I inh: 0; Anthrax LF inh2: -4; PriA SSB inh: 3; BoNT A protease: -2.4; PrPC surface inh: -12; BH1578 lux ind: -0.6

Results for COc1ccc(OC)c(CNC(=O)C2CCN(S(C)(=O)=O)CC2)c1 ?
SARS 3CLpro inh: 2; PfHsp40 yeast: -0.7; TcdB GH inh: 1.5; Yp Topo-I inh: 4; Anthrax LF inh2: -2; PriA SSB inh: 5; BoNT A protease: -0.8; PrPC surface inh: -6; BH1578 lux ind: -1.1

How did Cc1ccc(C)c(SCC(=O)NC(=O)NCc2ccccc2)c1 do in these assays?
SARS 3CLpro inh: -1; PfHsp40 yeast: 0.8; Yp Topo-I inh: -1; Anthrax LF inh2: -1; PriA SSB inh: -1; BoNT A protease: 0.3; PrPC surface inh: -2; BH1578 lux ind: 2.2

Results for Cc1nn(-c2ccccc2)c(N)c1N=Nc1ccccc1 ?
SARS 3CLpro inh: 0; PfHsp40 yeast: 21; TcdB GH inh: 1.0; Yp Topo-I inh: 10; Anthrax LF inh2: -3; PriA SSB inh: 58; BoNT A protease: -1.4; PrPC surface inh: -13; BH1578 lux ind: -0.3

Results for Cc1ccc2c(COC(=O)c3ccc(C)c(C)c3)cc(=O)oc2c1 ?
SARS 3CLpro inh: -1; PfHsp40 yeast: -0.8; TcdB GH inh: 1.4; Yp Topo-I inh: 1; Anthrax LF inh2: 2; PriA SSB inh: -3; BoNT A protease: 1.9; PrPC surface inh: -2; BH1578 lux ind: -0.3

What do the screens show for `COc1ccccc1CN(Cc1nc2ccccc2c(=O)[nH]1)C(=O)Nc1cccc(C)c1`?
SARS 3CLpro inh: 4; PfHsp40 yeast: 2.7; Yp Topo-I inh: 2; Anthrax LF inh2: -4; PriA SSB inh: -5; BoNT A protease: -0.7; PrPC surface inh: 4; BH1578 lux ind: inactive

Results for CNc1nc(Nc2ccc(C)cc2C)c2sccc2n1 ?
TcdB GH inh: 1.7; Yp Topo-I inh: 4; Anthrax LF inh2: 3; BoNT A protease: 0.1; PrPC surface inh: 14; BH1578 lux ind: inactive

How did Cc1ncc(S(=O)(=O)c2ccccc2)c(-c2ccccc2)n1 do in these assays?
SARS 3CLpro inh: 1; PfHsp40 yeast: -0.7; Yp Topo-I inh: 6; Anthrax LF inh2: -5; PriA SSB inh: -7; BoNT A protease: -0.5; PrPC surface inh: -1

What do the screens show for `COCCNC(=O)CN(Cc1ccc(Cl)cc1)S(C)(=O)=O`?
SARS 3CLpro inh: 2; PfHsp40 yeast: -1.0; Yp Topo-I inh: 6; Anthrax LF inh2: 0; PriA SSB inh: -20; BoNT A protease: 1.1; PrPC surface inh: 1; BH1578 lux ind: -0.2

Results for COc1cc(/C(C#N)=C/c2cccc3ccccc23)c([N+](=O)[O-])cc1OC ?
SARS 3CLpro inh: -7; PfHsp40 yeast: -0.2; TcdB GH inh: 0.0; Yp Topo-I inh: -5; Anthrax LF inh2: 0; PriA SSB inh: -5; BoNT A protease: 0.2; PrPC surface inh: -1; BH1578 lux ind: -0.2

What do the screens show for `CCSc1nnc(N2C(=O)CC(c3ccsc3)C3=C2CC(C)(C)CC3=O)s1` (stereo not given)?
SARS 3CLpro inh: -6; PfHsp40 yeast: -0.8; TcdB GH inh: 0.2; Yp Topo-I inh: 14; Anthrax LF inh2: -4; PriA SSB inh: -3; BoNT A protease: -0.4; PrPC surface inh: -2; BH1578 lux ind: -0.4

How did O=C(NCCC1=CCCCC1)C1CCN(C(=O)c2ccc(Br)cc2)CC1 do in these assays?
SARS 3CLpro inh: 1; PfHsp40 yeast: 1.7; TcdB GH inh: -0.6; Yp Topo-I inh: 31; Anthrax LF inh2: 0; PriA SSB inh: -11; BoNT A protease: 0.4; PrPC surface inh: 0; BH1578 lux ind: -0.3

Results for Cc1cccc(-n2ncc3c2CCCC3NC(=O)C2=CC(=O)CC(C)(C)O2)c1C (stereo not given) ?
SARS 3CLpro inh: 1; PfHsp40 yeast: -0.9; TcdB GH inh: 1.3; Yp Topo-I inh: -4; Anthrax LF inh2: 3; PriA SSB inh: -6; BoNT A protease: 1.5; PrPC surface inh: 9; BH1578 lux ind: -0.2
